Eya2 phos inh – inhibitors of human Eya2 phosphatase activity; recombinant Eya2, OMFP fluorescence dephosphorylation (OMFP is methylfluorescein phosphate); Potency, µM (series often up to 76.9 µM), for inactives: top-dose activity, negative = inhibition, most hits filed as inhibitors; hit rate 0.006% among 330,000; AID 488837; also: potency is read from the fitted curve at half-maximal effect; % is scaled to controls: 0 for no effect and ±100 for the full control effect
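Eya2 protein (added as 0.2 uM solution) was preincubated with compound for 10 min at ambient temperature in 50 mM HEPES pH 7.5, 50 mM NaCl, 5 uM MgCl2, 0.05% BSA, 1 mM DTT. OMFP (added at 50 uM) then reacted 10 min; fluorescence read at 485/525 nm.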
TCR activator – activates T cell receptor signaling | primary human leukocytes, anti-CD3, IL-2 HTRF, 48 h | Potency, µM (titrated, usually from 9.22 µM), for the others: at the highest dose activation of IL-2 secretion, usual class: activators | 330,000 tested, under 10 active | AID 504894; also: % of control where 0% means no effect
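Compounds are tested in HTS on primary human leukocytes co-incubated with a-CD3 beads for 48 hr. IL-2 output is measured by time-resolved FRET.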
AT treatment – potential ataxia-telangiectasia treatment | […] A-T fibroblasts, KAP-1 phosphorylation AlphaLISA; neocarzinostatin DNA damage 30 min before lysis | Potency, µM (series often up to 57.5 µM), for the others: top-dose activation, hits mostly activators | hit rate 0.19% among 320,000 | AID 485349; also: potency is read from the fitted curve at half-maximal effect; % of control where 0% means no effect; nearly all actives have a fitted effect of over 45% in size
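ATM-like activity read as KAP-1 phosphorylation via AlphaLISA donor/acceptor antibody pairs after lysis and 6 hr at 25C. Cells were ATM-null patient fibroblasts ([…], hTERT), dosed 60 min, then exposed to the DSB inducer NCS for 30 min.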
KCNH2 3.1 inh – inhibitors of human KCNH2 3.1 potassium channel isoform; U2OS KCNH2 3.1, thallium flux FluxOr; hits give low values; activity change, % (tested at about 1.8 µM); hit rate 0.95% among 340,000; AID 720553;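 active = maximum activity change below -70%; inconclusive = maximum activity change from -70% to -50%; inactive = maximum activity change above -50%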;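 also: thallium influx rate constant from kinetic fluorescence after stimulation buffer; % is scaled to controls: 0 for no effect and ±100 for the full control effect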
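Thallium flux via FluxOr fluorescence (Red40 quencher, 45 min loading) in U2OS cells virally expressing the KCNH2 3.1 isoform (1.77 x 10^8 /mL virus, overnight at 37 C). Rate constants from 2-min kinetic reads post-stimulation, normalised to positive and negative controls.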
TRPV1 agonist – activates the human vanilloid receptor TRPV1. AID 540275. activation, % at 8.33 µM. TRPV1-expressing cells, Fluo-8 calcium influx, agonist mode. Q8NER1. hit rate 0.19% among 320,000; in the data active = activation above about 80%; inconclusive = between about 30% and that limit; also: 0% is about no effect
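Cells expressing TRPV1 were dye-loaded with Fluo-8 and read kinetically: 10 s baseline, 3 min after compound (agonist portion), then 2 min after EC20 capsaicin (allosteric enhancer portion). Calcium-bound dye fluorescence at 480/520 nm.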
TSHR antag – human thyrotropin receptor antagonism; hit rate 0.2% among 330,000; TSHR-expressing cells, TSH-stimulated cAMP HTRF, 2 h; hits give low values; activity change, negative = inhibition, % at 11.5 µM; P16473;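 active = activity change below a set negative limit, meaning inhibition stronger than a set level, cut at about -70% in these data; inconclusive = activity change between two set negative limits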; also: % is scaled to controls: 0 for no effect and ±100 for the full control effect
Target sequence (P16473 whole entry, looked up): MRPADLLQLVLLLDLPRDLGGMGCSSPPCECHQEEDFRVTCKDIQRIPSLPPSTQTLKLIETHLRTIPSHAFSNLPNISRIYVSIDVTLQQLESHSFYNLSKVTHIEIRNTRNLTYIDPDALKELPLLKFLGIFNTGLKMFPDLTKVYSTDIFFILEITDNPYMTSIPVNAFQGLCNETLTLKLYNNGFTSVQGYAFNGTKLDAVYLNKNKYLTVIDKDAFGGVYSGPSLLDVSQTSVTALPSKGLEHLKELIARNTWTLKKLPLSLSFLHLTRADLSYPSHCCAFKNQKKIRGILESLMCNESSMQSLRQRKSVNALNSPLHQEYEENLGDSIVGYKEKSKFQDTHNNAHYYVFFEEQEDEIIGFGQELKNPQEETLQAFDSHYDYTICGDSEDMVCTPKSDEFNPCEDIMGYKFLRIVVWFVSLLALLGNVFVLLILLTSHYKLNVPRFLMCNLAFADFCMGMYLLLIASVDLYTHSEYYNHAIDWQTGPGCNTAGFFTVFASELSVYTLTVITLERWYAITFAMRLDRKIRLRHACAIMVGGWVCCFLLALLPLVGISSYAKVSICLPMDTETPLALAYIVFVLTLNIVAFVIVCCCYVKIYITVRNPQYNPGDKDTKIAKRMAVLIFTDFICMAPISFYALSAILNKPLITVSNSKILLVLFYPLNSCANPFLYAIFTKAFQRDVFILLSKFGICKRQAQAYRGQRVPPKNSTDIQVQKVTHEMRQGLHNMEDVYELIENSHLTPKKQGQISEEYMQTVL
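Inhibition of cAMP made by TSHR-expressing cells under TSH stimulation (4nM final, EC80; 2 h, 37 deg C) is quantified with a one-step lysis HTRF kit, anti-cAMP cryptate versus cAMP-d2.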
USP2a inh – inhibitors of human ubiquitin-specific protease USP2a. O75604. USP2 core, Ub-CHOP2 coupled fluorogenic reporter, 485/531. Potency, µM (doses to about 38.3 µM), without a hit: top-dose activity change, negative = inhibition, most hits filed as inhibitors. hit rate 0.01% among 330,000;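 also: potency is read from the fitted curve at half-maximal effect; plate controls were DMSO wells for no effect and full inhibition by NEM control for full effect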
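Cell-free coupled assay: 10nM USP2 core preincubated 30min RT with compound in Tris-HCl pH 8.0/CaCl2/CHAPS buffer, then 25nM Ub-CHOP2 and 25nM reporter substrate; fluorescence (Ex 485/Em 531) read after 60min RT, normalized to NEM inhibition, concentration-response curves fitted.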
ELG1 DNA repair – ELG1-dependent DNA repair inhibition | HEK293T ELG1-luciferase reporter, luminescence, 16 h; DNA damage induced by 5-fluorouridine | AID 504467 | Potency, µM (doses to about 46.1 µM), for inactives: at the top dose activity change, negative = inhibition, hits mostly inhibitors | hit rate 2.3% among 330,000; also: potency is read from the fitted curve at half-maximal effect; % is scaled to controls: 0 for no effect and ±100 for the full control effect; nearly all actives have a fitted effect of over 55% in size
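HEK293T cells expressing luciferase-tagged ELG1 (2,000/well) received 5-Fluorouridine plus compound or DMSO for 16 hr at 37 °C. Luciferase was read by ONE-Glo luminescence after 30 min at room temperature.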
Mito fusion act – inhibitors of mitochondrial division or activators of mitochondrial fusion | S. cerevisiae fusion-defective mutant growth rescue, CellTiterGlo 48 h | Potency, µM (highest dose often 46.1 µM), for the others: at the top dose growth rescue (activation), actives largely listed as activators | hit rate 0.23% among 320,000 | AID 485298;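 also: potency is read from the fitted curve at half-maximal effect; % of control where 0% means no effect; nearly all actives have a fitted effect of over 45% in size; temperature-sensitive fusion mutants such as fzo1-1 at 37 °C on non-fermentable ethanol glycerol medium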
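Luminescent cell viability in 1536-well qHTS format served as the measure of rescued growth in ts fusion-mutant S. cerevisiae cultured on non-fermentable YPEG for 48 hours at 37C.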
hERG WT inh – KCNH2 (human, wildtype) channel inhibition. activity change, % at 1.84 µM. Q12809. hit rate 0.37% among 340,000. U2OS, BacMam KCNH2, thallium flux FluxOr; hits give low values. AID 720551;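 active = maximum activity change below -70%; inconclusive = maximum activity change between -70% and -50%; inactive = maximum activity change above -50%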; also: % is scaled to controls: 0 for no effect and ±100 for the full control effect
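U2OS cells transduced with wild-type KCNH2 virus are loaded with FluxOr dye for 45 min, and thallium flux is measured in kinetic reads before and after stimulation buffer. Rate constants are normalized to DMSO controls.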
* = called active by the depositor; ? = inconclusive; nt = not tested or not shown; [ ] = another dose, or the depositor's remark. Unless noted, calls follow the shape of the dose curve; as a rule, active = well fitted curve in the direction sought with a large enough effect; inconclusive = small, poorly fitted or top-dose-only effect, or another doubt; inactive = no such curve, though single readings can be large; an effect the other way counts as inactive or inconclusive.

compound	Eya2 phos inh	TCR activator	AT treatment	KCNH2 3.1 inh	TRPV1 agonist	TSHR antag	USP2a inh	ELG1 DNA repair	Mito fusion act	hERG WT inh
CC(C)Oc1cc(O)c2c(=O)c(-c3ccc(O)cc3)coc2c1	-18%	-4%	?	25	-3	-2	2%	?	?	1
CN(C)C(=O)c1cc2cc(Br)ccc2s1	-1%	-11%	-3%	11	28	6	4%	-14%	-4%	1
COC(=O)CSc1ncccc1-c1nc2ccccc2[nH]1	5%	10%	5%	4	-2	-2	3%	?	5%	-1
O=C(C[n+]1cc(Br)cc2ccccc21)c1ccc(Cl)cc1	5%	15%	-1%	2	7	-5	0%	14%	3%	-4
Cc1ccc(-c2nn(-c3ccccc3)cc2CNCc2ccccc2)cc1	-16%	0%	1%	-8	21	-5	3%	-11%	-34%[inhibitor]	6
Cc1c(C(=O)N2CCN(c3ncccn3)CC2)oc2ccc(F)cc12	2%	-1%[46.1 µM]	-4%	1	nt	-14	-1%	?	nt	0
CC(C)c1ccc(C(CC(=O)O)N2Cc3ccccc3C2=O)cc1 (stereo not drawn)	-22%	3%	11%	-3	2	-2	2%	1%	11%	-8
Cc1nc(C)c(C(=O)Nc2nc3c(C)cccc3s2)o1	3%	1%	-8%	-5	3	6	-5%	?	8%	17
Cc1cc(=O)c2cc(C(=O)c3ccccc3)ccc2[nH]1	?	2%	-10%	-11	2	-8	-1%	2%	-6%	-1
O=C(CN1C(=O)NC2(CCc3ccccc32)C1=O)c1ccc2c(c1)OCCO2 (stereo not drawn)	-4%	2%	1%	6	0	3	3%	8%	2%	-7
CCOC(=O)CP(=O)(c1ccccc1)c1ccccc1	4%	5%	2%	7	-3	2	-1%	-2%	-2%	1
Cc1c(NS(=O)(=O)c2cccc(C(=O)NCc3ccncc3)c2)c(=O)n(-c2ccccc2)n1C	12%	1%	3%	-14	-2	-2	3%	-4%	1%	6
CC1CCN(Cc2c(C(=O)N/N=C/c3cccc(Cl)c3)nnn2-c2nonc2N)CC1	-6%	7%	3%	3	1	-6	1%	1%	-14%	8
COc1ccc(NS(=O)(=O)c2cccc(C(=O)NNC(=O)c3ccc(=O)[nH]c3)c2)cc1	-5%	7%	1%	-5	-1	-3	1%	0%	1%	-11
CCn1cc(CN2CCCC(CO)(Cc3cccc(Cl)c3)C2)cn1 (stereo not drawn)	-29%	1%	-3%	0	0	3	-1%	-9%	-9%	2
COc1c2c(nc3occc13)C(CCC(C)(C)O)(OC)C(O)CC2 (stereo not drawn)	37%	6%	3%	2	1	4	-1%	1%	2%	-2

A second format for part of the listing above:
Each structure is followed by: Eya2 phos inh | TCR activator | AT treatment | KCNH2 3.1 inh | TRPV1 agonist | TSHR antag | USP2a inh | ELG1 DNA repair | Mito fusion act | hERG WT inh
- COc1ccc(NS(=O)(=O)c2cccc(C(=O)NNC(=O)c3ccc(=O)[nH]c3)c2)cc1
  -5% | 7% | 1% | -5 | -1 | -3 | 1% | 0% | 1% | -11
- CCn1cc(CN2CCCC(CO)(Cc3cccc(Cl)c3)C2)cn1 (stereo not drawn)
  -29% | 1% | -3% | 0 | 0 | 3 | -1% | -9% | -9% | 2
- COc1c2c(nc3occc13)C(CCC(C)(C)O)(OC)C(O)CC2 (stereo not drawn)
  37% | 6% | 3% | 2 | 1 | 4 | -1% | 1% | 2% | -2

(more compounds)
SMILES	Eya2 phos inh	TCR activator	AT treatment	KCNH2 3.1 inh	TRPV1 agonist	TSHR antag	USP2a inh	ELG1 DNA repair	Mito fusion act	hERG WT inh
CC(C)(C)c1ccc(C(=O)Nc2ccccc2C(=O)NCCN2CCOCC2)cc1	-21%	-1%	2%	6	?	-11	1%	?	4%	-13
COc1ccc(O)c(C(=O)c2cnc3nc4ccccc4n3c2)c1	-17%	-1%[46.1 µM]	-2%	-10	3	-15	1%	?	-7%	5
C(=C\c1ccccc1)/CN1CCN(c2ncnc3c2oc2ccccc23)CC1	-7%	4%	7%	-19	6	-48	0%	?	2%	35
O=C(Nc1cccc(C(F)(F)F)c1)c1ccco1	4%	1%	7%	-6	25	0	-1%	-7%	5%	-16
O=C(CCn1c2c(c3ccccc31)CCCC2)NNC(=O)c1ccc(Cl)c([N+](=O)[O-])c1	1%	-1%[46.1 µM]	-7%	4	5	-10	-2%	-17%	-6%	4
Cc1ccc(N(CC(=O)O)S(=O)(=O)c2cccc3nonc23)cc1	6%	8%	-10%	-13	0	-1	3%	-3%	3%	0
CN(C)C(=O)CCc1ccc2c3c([nH]c2c1)[C@]1(C)[C@@H](C(=O)N2CCOCC2)C[C@H](CC(=O)NCCc2ccccn2)C(=O)N1CC3	-11%	3%[46.1 µM]	-16%	4	nt	6	1%	?	nt	-5
CC1CCCCC1NC(=O)CCn1ccc2cc(S(=O)(=O)N3CCCC3)ccc21 (stereo not drawn)	-15%	0%	8%	-29	11	-1	1%	5%	7%	-2
Cc1ccc(NC(=O)c2ccccc2OCC(=O)Nc2ccccc2F)cc1S(=O)(=O)N(C)C	-3%	7%	-7%	4	4	-26	-6%	?	20%	-10
Cc1ccc(NC(=O)c2ccccc2O)cc1	-20%	1%[46.1 µM]	0%	-3	?	-12	4%	?	1%	4
CCN(c1ccc(N=Cc2c(O)n(Cc3ccc(OC)cc3)c(=O)c3ccccc23)cc1)C(C)C	24%	1%	4%	-27	0	39	25%	-8%	5%	-16
CN(CC(=O)NCCc1ccc(S(N)(=O)=O)cc1)S(=O)(=O)c1cccc2nsnc12	6%	1%	-6%	18	3	18	0%	3%	-4%	-13
CC(C)CN(C(=O)c1cc2ccccc2o1)c1c(N)n(CC(C)C)c(=O)[nH]c1=O	-1%	3%[46.1 µM]	6%	5	1	5	0%	5%	-1%	-3
Cc1nc2ccc(NC(=O)Cn3cnc4c3c(=O)n(C)c(=O)n4C)cc2s1	4%	nt	2%	nt	3	7	0%	0%	0%	nt
CCCN1C(=O)C(NS(=O)(=O)c2ccc(N)cc2)(C(F)(F)F)C(C(=O)OC)=C1C (stereo not drawn)	10%	1%	4%	0	0	10	3%	-1%	0%	4
CC/C(C)=N/Nc1ccc(S(=O)(=O)N2CCCC2)cc1[N+](=O)[O-]	1%	-9%[46.1 µM]	-5%	1	16	10	1%	7%	4%	13
Cn1c(SCC(=O)N2CCc3ccccc32)nnc1C1CC1	-3%[15.4 µM]	-4%	-1%	-19	1	-6	4%	5%	0%	-15
CC(Cc1c[nH]c2ccccc12)NC(=O)OCCCl (stereo not drawn)	10%	-5%	0%	-28	-2	2	2%	-1%	-17%	-9
O=C(CSc1nnc(CNC(=O)c2ccccc2F)o1)Nc1ccc2c(c1)OCCO2	6%	-4%	-1%	17	-1	21	0%	8%	-11%	-3
C#CCN(C#N)c1nc(NCC)nc(NC(C)C)n1	-2%	nt	2%	-2	0	4	3%	14%	3%	-10
CC(OC(=O)Cc1n[nH]c(=O)c2ccccc12)C(=O)Nc1ccc(F)cc1 (stereo not drawn)	6%	-6%	-4%	3	0	0	3%	7%	-13%	1
CN(Cc1c(F)cccc1Cl)C(=O)CNC(=O)c1cccs1	-8%	-4%	12%	24	23	30	0%	?	4%	1
Cc1ccc(S(=O)(=O)Nc2ccc(C(N)=O)cc2)cc1[N+](=O)[O-]	-3%	5%	-1%	8	3	2	-12%	9%	-5%	3
COC(=O)c1ccc([C@@H](O)[C@H](C)C(=O)CC(=O)OC(C)(C)C)cc1	8%	1%	-3%	-1	1	-8	-1%	?	0%	17

The list is partial (hit frequency here may not be typical).
